NPY2 pot ag: potentiates or activates human NPY-Y2 receptor; cells expressing NPY-Y2, potentiator/agonist read-out; hit rate 0.45% among 220,000; activation, % at 3.6 µM; in the data active = activation above about 27%;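 also: cells stimulated with NPY near EC25 plus isoproterenol at EC100; 0% = vehicle plus submaximal agonist and 100% = vehicle plus saturating agonist; some results beyond the cut were filed as inactive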
NPY-Y1 antag: blocks the human neuropeptide Y Y1 receptor; P25929; AID 1040; HEK293-CNG Y1 cells, membrane potential fluorescence; NPY at EC95, then isoproterenol; inhibition, % at 3.6 µM; hit rate 1% among 200,000;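 active = inhibition above the campaign mean inhibition of all tested compounds plus 3 SD, cut at about 20% in these data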;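 also: 0% = DMSO wells given NPY plus isoproterenol and 100% = isoproterenol alone without NPY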
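Assay system: HEK293 cells with Y1 receptor plus CNG channel | Probe or stimulus: NPY (25 nM), isoproterenol (1 µM), Ro 20-1724 (25 µM) | Timing: Compound incubation 1 h at room temperature, readout 45 min post-stimulation | Measured by: Membrane-potential fluorescent dye readout | Benchmarks: High control isoproterenol alone, low control NPY with isoproterenol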
Runt-CBFb FRET: Runt domain-CBFb interaction inhibition; Cerulean-Runt/Venus-CBFb FRET ratio 530/480, 1 h; inhibition, % at 20 µM; hit rate 0.46% among 220,000; AID 1496;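 active = inhibition over about 50% at 20 µM in the single-dose screen, limit read from the data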;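 also: 0% = DMSO wells and 100% = excess unlabeled CBFb competitor control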
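Measured by: fluorescence energy transfer, 422 nm excitation, 530/480 nm emission; Assay system: Cerulean-Runt domain; Medium: Tris pH 7.5 buffer with BSA; Measure: loss of energy transfer signal; Controls: 5 µM unlabeled CBFb as full-inhibition high control; Incubation: protein complex preformed 1 h, compound exposure 1 h, room temperature, dark.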
RBBP9 inhibitor: inhibitors of human serine hydrolase RBBP9. hit rate 0.2% among 220,000. O75884. recombinant RBBP9, FP-Rh probe fluorescence polarization. inhibition, % at 7.94 µM;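 active = inhibition above the campaign mean of all tested compounds plus 3 SD, cut at about 14% in these data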;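 also: plate controls were DMSO wells with RBBP9 for no effect and wells lacking RBBP9 protein for full effect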
Target sequence (O75884 whole entry, looked up): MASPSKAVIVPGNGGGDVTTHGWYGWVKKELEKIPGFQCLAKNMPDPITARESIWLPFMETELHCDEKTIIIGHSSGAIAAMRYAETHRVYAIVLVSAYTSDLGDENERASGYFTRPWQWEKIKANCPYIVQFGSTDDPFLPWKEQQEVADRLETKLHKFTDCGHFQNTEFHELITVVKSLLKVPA
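Test system: recombinant human RBBP9. Quantity: 2.5 µM RBBP9 dispensing solution, before mixing. Detection: FP readout at 525/598 nm. Reagent: Serine-hydrolase probe FP-Rh, 375 nM pre-mixing. Measure: % inhibition. Control set: DMSO-treated enzyme wells and wells lacking RBBP9. Buffer or medium: Tris-NaCl-Pluronic buffer, pH 8.0. Times: preincubation 30 min plus labeling 45 min at 25 °C.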
Hck Nef HTS: human Hck-Nef kinase inhibition; P08631; Recombinant Hck-YEEI plus Nef, Z-Lyte FRET kinase assay; inhibition, % at 20 µM; hit rate 0.68% among 220,000; AID 463187;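 active = Hck-Nef kinase inhibition above about 50%, limit read from the data; inactive = inhibition below that limit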;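 also: 0% = DMSO with Hck plus Nef and 100% = Hck alone without Nef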
p97 ATPase inh: inhibitors of human p97 ATPase. AID 1481. hit rate 0.42% among 220,000. P55072. inhibition, % at 8 µM. recombinant p97 ATPase, Kinase-Glo ATP luminescence, 3 h; in the data active = inhibition above about 15%;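 also: 0% = DMSO vehicle and 100% = wells lacking enzyme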
Target sequence (P55072 whole entry, looked up): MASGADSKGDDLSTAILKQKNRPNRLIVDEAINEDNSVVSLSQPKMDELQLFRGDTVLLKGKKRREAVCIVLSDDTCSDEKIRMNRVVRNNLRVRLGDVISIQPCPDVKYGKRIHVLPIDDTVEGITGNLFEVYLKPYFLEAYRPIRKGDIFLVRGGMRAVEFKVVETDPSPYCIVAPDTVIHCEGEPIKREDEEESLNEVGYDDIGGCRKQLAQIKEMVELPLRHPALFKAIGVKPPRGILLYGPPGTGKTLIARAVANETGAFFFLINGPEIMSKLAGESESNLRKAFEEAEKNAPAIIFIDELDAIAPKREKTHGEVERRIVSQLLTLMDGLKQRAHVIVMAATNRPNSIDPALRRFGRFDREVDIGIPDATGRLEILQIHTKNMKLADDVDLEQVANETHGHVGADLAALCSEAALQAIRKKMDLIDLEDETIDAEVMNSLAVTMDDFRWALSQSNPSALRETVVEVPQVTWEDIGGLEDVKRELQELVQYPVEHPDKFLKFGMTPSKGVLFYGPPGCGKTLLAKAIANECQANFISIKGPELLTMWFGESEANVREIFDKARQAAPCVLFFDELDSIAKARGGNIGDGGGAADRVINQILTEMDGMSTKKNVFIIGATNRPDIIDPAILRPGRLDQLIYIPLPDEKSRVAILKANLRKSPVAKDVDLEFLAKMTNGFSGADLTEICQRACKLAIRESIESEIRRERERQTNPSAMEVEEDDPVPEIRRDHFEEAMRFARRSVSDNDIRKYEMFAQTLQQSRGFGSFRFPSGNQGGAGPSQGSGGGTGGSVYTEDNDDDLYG
Mdm2 ligase inh: Mdm2 E3 ligase (human) inhibition; cell-based MDM2 ubiquitination luciferase reporter, 2 h; 0 = plate control, 100 = twice control, blank-subtracted; signal enhancement, % at 5 µM; hit rate 0.11% among 210,000;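 active = signal enhancement of 30% or more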;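 also: luminescence tracks abundance of the self-degrading MDM2-luciferase fusion protein; higher signal means inhibition of MDM2 E3 ligase activity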
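Assay system: stable mammalian line carrying autodegrading MDM2–luciferase fusion reporter; amount: 2000 cells seeded into each well; buffer or medium: DMEM; benchmarks: plate control and blank wells; signal: luciferase luminescence; timing: 2 h compound exposure at 37 °C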
Runt-SMMHC FRET: Runt domain-CBFb-SMMHC interaction inhibition. Q01196+Q13951. Cerulean-Runt/Venus-CBFb-SMMHC FRET ratio 530/480, 1 h. inhibition, % at 20 µM. hit rate 0.74% among 220,000. AID 1434;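 active = mean inhibition across duplicate retests at 20 µM reaching about 50%, limit read from the data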;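 also: 0% = DMSO wells and 100% = wells with excess untagged CBFb-SMMHC; inhibitors lower the FRET ratio by blocking Runt binding to CBFb-SMMHC; some results filed as inactive read as strong as hits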
NPY1 pot ag: potentiators or agonists of human neuropeptide Y receptor Y1; NPY-Y1 expressing cells, potentiator/agonist activation; activation, % at 3.6 µM; hit rate 0.37% among 220,000; P25929; in the data active = activation above about 33%, passing the limit was not always enough;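 also: cells stimulated with NPY at EC10 then isoproterenol at EC100; 0% = low agonist plus stimulus and 100% = saturating agonist plus stimulus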
* hit, by the source's call; / = not tested or not shown; + = active, no number; & = joins results of further samples.

Values run as follows: NPY2 pot ag	NPY-Y1 antag	Runt-CBFb FRET	RBBP9 inhibitor	Hck Nef HTS	p97 ATPase inh	Mdm2 ligase inh	Runt-SMMHC FRET	NPY1 pot ag
- CCOc1ccc(-n2cnc3scc(-c4ccc(OC)c(OC)c4)c3c2=O)cc1
 : -18	-8	-4	-4	18	4	-4	-6	19
- O=C(c1ccc(COc2ccccc2Cl)o1)N1CCN(Cc2ccc3c(c2)OCO3)CC1
 : -37&-7	8&1	-4&-5	-6&-8	2&18	-6&1	6&-3	-4&-3	-44&-2
- CC1=NN(C(=O)c2ccc(Br)cc2)C(O)(C(F)(F)OC(F)(F)F)C1 (stereo unspecified)
 : -5	1	0	-3	0	2	-11	-2	-8
- Cc1cccn2c(CNCCSc3nccn3C)c(C(=O)N3CCCCC3)nc12
 : 1	/	1	8	-4	0	-67	-5	3
- CCOC(=O)CNC(=O)Cn1cnc2c(nnn2-c2ccc(C)cc2)c1=O
 : 7	-4	-4	-7	2	6	-2	4	9
- CCc1ccccc1NC(=O)Cn1nnc(C(=O)NCc2cccs2)c1N
 : 0	9	2	-2	23	-5	-2	5	7
- COC(=O)c1ccc(CSc2nnc(Nc3ccc(OC)cc3)s2)o1
 : -20	10	0	-3	1	1	6	0	-14
- COc1cccc(-c2cc(C(F)(F)F)nc(-n3cncn3)n2)c1
 : 6	0	3	0	2	4	-4	5	-1
- c1csc(-c2ccn[nH]2)c1
 : -4	/	1	-4	-2	7	-8	-2	26
- O=C(COC(=O)/C=C/c1ccc(F)cc1)Nc1ccc(Cl)cn1
 : 5	7	1	-5	-6	1	-6	2	-1
- COC(=O)c1ccccc1NC(=O)Nc1ccc(C)cn1
 : -8	2	2	-6	-14	-2	-14	-7	10
- Cc1ccc(-c2csc3nc[nH]c(=S)c23)cc1C
 : 6	1	9	-10	-1	5	-1	7	-8
- Cc1ccc2c(c1)N(CC(=O)O)C(=O)CO2
 : 6	-2	2	2	3	3	-5	2	-12
- CC(=O)c1cc2ccc(O)cc2oc1=O
 : -13	/	10	-5	+	2	-9	81*	-2
- O=C(CCc1nnc(CCc2ccccc2)o1)N1CCCC1c1nccs1 (stereo unspecified)
 : -1	-3	0	0	6	2	-7	2	-16
- C=CCNc1sc(C(=O)c2ccc(C)cc2)c(N)c1C#N
 : -6	0	-10	-5	0	-5	-3	2	0
- CC(=O)c1ccc(N(C(=O)Cn2nnc3ccccc32)C(C(=O)NCc2ccccc2)c2ccccn2)cc1 (stereo unspecified)
 : 0	-9	1	-1	1	0	-9	0	-3
- CCC(C(=O)OCC(=O)NC(=O)NC(C)(C)C)c1ccccc1 (stereo unspecified)
 : -2	-3	-1	-8	19	1	-5	1	6
- Cc1cc2cc(CN(Cc3cccs3)C(c3nnnn3C(C)(C)C)C(C)C)c3nnnn3c2cc1C (stereo unspecified)
 : 1	2	2	5	12	4	-11	-5	3
- CCc1ccc(CN2CCCC(CNS(=O)(=O)c3ccc(OC)cc3)C2)cc1 (stereo unspecified)
 : -19	16	-1	-9	11	-6	-16	0	-9
- Cc1ccc(C2=NC(C)(C)N=C2SCC(=O)Nc2ccc(Cl)cc2)cc1
 : 5	1	2	10	0	-3	-11	-3	3
- Cc1oc(C(C)(C)C)cc1C(=O)Nc1cccc(/C=C\C(=O)O)c1
 : 8	-2	-2	-8	-6	1	10	2	13
- Cc1ccc(CNC(=O)CCCc2ccccc2)cc1
 : -9	9	-3	-7	17	2	3	2	-1
- COc1ccccc1NC(=O)CSc1nnc(Cn2nnc(-c3ccccc3)n2)n1-c1ccccc1
 : -2	4	-1	-8	1	5	-11	-6	-5
- CC1=Nc2ccccc2/C1=C/c1sc(=N)n(-c2nccs2)c1O
 : 2	1	-42	-2	1	29*	-16	-112	16
- O=C(CSc1ccc2ccccc2n1)Nc1ccc(N2CCOCC2)cc1
 : -15	10	-1	-3	20	4	-10	-2	-13
- Cc1ccccc1NC(=O)c1ccccc1NC(=O)CCC(=O)O
 : 2	-8	-2	-8	-1	3	7	1	16
- CCN1CCN(C(=O)c2cc3sccc3n2CC(=O)c2ccccc2)CC1
 : -22	5	3	-12	-22	-5	-4	1	-17
- Clc1ccc(-n2ncc3c(NCCN4CCOCC4)ncnc32)cc1
 : 14	-9	3	-9	8	-1	-32	5	-13
- COc1cccc(-c2nnc(N)o2)c1
 : 6	/	1	-5	-1	9	-10	-5	11

Only NPY1 pot ag and p97 ATPase inh, for 3 of the compounds above:
SMILES | NPY1 pot ag | p97 ATPase inh
CCc1ccc(CN2CCCC(CNS(=O)(=O)c3ccc(OC)cc3)C2)cc1 (stereo unspecified) | -9 | -6
Cc1ccc(C2=NC(C)(C)N=C2SCC(=O)Nc2ccc(Cl)cc2)cc1 | 3 | -3
CCN1CCN(C(=O)c2cc3sccc3n2CC(=O)c2ccccc2)CC1 | -17 | -5

(further entries)
Values run as follows: NPY2 pot ag	NPY-Y1 antag	Runt-CBFb FRET	RBBP9 inhibitor	Hck Nef HTS	p97 ATPase inh	Mdm2 ligase inh	Runt-SMMHC FRET	NPY1 pot ag
- O=C(Nc1ccc(OC(F)(F)F)cc1)c1n[nH]c(Cn2cncn2)n1
 : 1	1	-1	-9	-1	1	0	-2	1
- COc1ccc(C(=O)N2CCn3c2nc2ccccc23)cc1
 : -7	0	/	-6	27	-1	-13	/	16
- COc1ccc(Cc2noc(CN3CCCC(OCc4ccccn4)C3)n2)cc1OC (stereo unspecified)
 : 0	4	-1	-6	5	2	-3	1	-30
- O=C1CN(C(=O)CSc2nc3ccccc3c(=O)n2CCCN2CCOCC2)c2ccccc2N1
 : -36	/	-1	-4	7	7	-7	4	2
- O=C(/C=C/c1ccc(F)cc1)N1CCN(c2ccccn2)CC1
 : -17	6	-3	-9	5	1	5	1	0
- CCC(C)(C)NC(=O)C1c2ccccc2Oc2ccccc21
 : -21	2	1	-8	10	3	-3	2	-20
- Cc1cccc(C(=O)Oc2ccccc2/C=N/Nc2ccc([N+](=O)[O-])cc2)c1
 : 7	10	-9	-3	4	1	-7	-22	5
- O=C(Nc1ccc(N2CCN(Cc3ccccc3)CC2)cc1)c1cccnc1
 : 13	2	0	1	2	1	-15	0	-3
- O=C(O)CSc1nnc(-c2ccccc2Br)n1-c1cccc(C(F)(F)F)c1
 : -4	6	0	-5	8	-3	11	3	5
- COCCOC(=O)C1=C(N)OC2=C(C(=O)CC(C)(C)C2)C1c1ccncc1 (stereo unspecified)
 : -11	7	-2	-8	18	6	-6	0	-5
- O=C(CCC(=O)NNC(=S)Nc1ccccc1)NCc1ccccc1
 : -2	-5	18	8	0	5	19	2	-5
- N#C/C(=C(/O)c1ccc([N+](=O)[O-])o1)c1nc2ccccc2[nH]1
 : 0	/	5	-3	40	6	/	11	38
- Cc1nc2sc3c(c2c(=O)n1NC(=O)CCBr)CCCC3
 : 1	-3	2	-7	21	-4	-27	2	6
- C/C(CC(=O)NC1C2CC3CC(C2)CC1C3)=N\NC(=O)Cc1cccs1 (stereo unspecified)
 : 0	3	1	-5	-6	-5	-10	1	-3
- CCOC(=O)c1sc2ncn(C(C)C(=O)OCC)c(=O)c2c1C (stereo unspecified)
 : 16	2	0	-5	2	4	-7	1	-1
- CCOC(=O)c1c(C)[nH]c(C(=O)OC/C(O)=C(\C#N)c2nc3ccccc3[nH]2)c1C
 : -23	-1	-3	-6	1	-4	-17	4	-14
- C=CCn1c(C)cc(C(=O)COc2ncnc3sccc23)c1C
 : 5	1	2	2	-1	4	-45	5	0
- Cc1ccc(OCC(=O)Nc2ccc(F)cc2)cc1
 : -17	3	1	-7	-18	-3	-19	0	-3
- Cc1c(Cl)c(C(=O)NC2C3CC4CC(C3)CC2C4)nn1C (stereo unspecified)
 : -9	3	-2	-5	4	-10	4	0	-22
- NC(=O)NC(=O)COC(=O)CC12CC3CC(CC(C3)C1)C2
 : 3	-8	-2	2	14	4	-4	3	10
- Cc1cc(C)n(CC2CC(=O)N(c3ccccc3)C2=O)n1 (stereo unspecified)
 : -1	/	2	0	9	9	-6	0	15
- CCn1c(SCC(=O)Nc2cc(NC(C)=O)ccc2OC)nnc1-c1cccnc1
 : 8	7	0	-2	0	2	-2	-5	1
- Cc1cc(OCc2cn3cccnc3n2)ccc1Cl
 : 9	-2	-1	-18	1	-4	4	4	-10
- OCCNc1cc(-n2nc(-c3ccccc3)cc2-c2ccccc2)ncn1
 : 12	-3	-5	-15	-1	-7	-15	5	10
- CN(C)C(=S)NC1(C)CCS(=O)(=O)C1 (stereo unspecified)
 : 9	4	-2	-7	-2	-4	-7	-2	13
- CCOC(=O)c1c(CSc2ccccc2)n(C)c2cc(Br)c(OCC(O)CNC(CO)(CO)CO)cc12 (stereo unspecified)
 : -28	-3	-2	-7	-7	1	-19	5	-32
- Cc1sc2nc(CN3CCOCC3)nc(N3CCOCC3)c2c1C
 : -9	0	1	-10	-20	2	-13	-1	-24
- COc1ccc(C)cc1NC(=O)C(=O)NNC(=O)c1ccco1
 : -2	3	2	-5	-1	2	-26	0	-3
- O=C(COC(=O)CC1CC2CCC1C2)Nc1cc([N+](=O)[O-])ccc1F (stereo unspecified)
 : -6	3	0	-6	2	0	-9	1	4
- CCOc1ccccc1NC(=O)Cn1c(=O)sc2ccccc21
 : 9	4	-1	2	18	5	-11	-3	8
- COc1ccc(OC)c(C(=O)COC(=O)c2c(OC)cccc2OC)c1
 : 11	7	-1	0	4	-1	-9	-2	6
- CCN1C(=O)NC(c2cccnc2)C(C(=O)OC)=C1C (stereo unspecified)
 : 8	-2	0	-5	2	2	8	-4	2
- O=C(Nc1nc(-c2ccc3c(c2)Cc2ccccc2-3)cs1)c1ccccc1
 : 11	-1	0	-5	-16	4	-6	-9	-19
- O=C1C(Cl)=C(N2CCN(Cc3ccccc3)CC2)C(=O)N1Cc1ccccc1
 : -12	4	8	-9	-1	-9	8	-6	-25
- COc1ccc(CCNC(=O)C2CCCN(c3nn4c(=O)cc(C)nc4s3)C2)cc1OC (stereo unspecified)
 : -1	-5	1	-13	7	-2	-18	-6	-7
- COc1cc(C)c(Br)cc1S(=O)(=O)N1CCOCC1
 : 9	5	2	-15	1	3	-14	0	-8
- COCCCNC(=S)Nc1cccc2ncccc12
 : -9	12	1	-2	13	3	-10	-8	-9
